TDP-43 yeast inh = inhibitors of TDP-43 toxicity in yeast. TDP-43 expressing yeast growth rescue, BacTiter-Glo, 24 h. Potency, µM (top dose mostly 46.1 µM), inactives show top-dose growth rescue (activation), usual class: activators. 410,000 compounds, 1.8% hits. AID 652104; further: % of control where 0% means no effect; nearly all actives have a fitted effect of over 50% in size
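Cell-based yeast growth screen: TDP-43 expression induced in galactose, inoculum OD600=0.02 after raffinose pregrowth to mid-log. Read-out BacTiter-Glo luminescence at 24 hr, 30 deg C; inhibition of toxicity seen as signal increase.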
GLP1R ag = agonists of human GLP-1 receptor; P43220; HEK293 GLP-1R CRE-luciferase, luminescence, 4-6 h; cells express a hypersensitive GLP-1R form; Potency, µM (highest dose often 45.6 µM), for inactives: at the highest dose activation, hits mostly activators; 380,000 compounds, 0.007% hits; further: % of control where 0% means no effect
Target sequence (P43220 whole entry, looked up): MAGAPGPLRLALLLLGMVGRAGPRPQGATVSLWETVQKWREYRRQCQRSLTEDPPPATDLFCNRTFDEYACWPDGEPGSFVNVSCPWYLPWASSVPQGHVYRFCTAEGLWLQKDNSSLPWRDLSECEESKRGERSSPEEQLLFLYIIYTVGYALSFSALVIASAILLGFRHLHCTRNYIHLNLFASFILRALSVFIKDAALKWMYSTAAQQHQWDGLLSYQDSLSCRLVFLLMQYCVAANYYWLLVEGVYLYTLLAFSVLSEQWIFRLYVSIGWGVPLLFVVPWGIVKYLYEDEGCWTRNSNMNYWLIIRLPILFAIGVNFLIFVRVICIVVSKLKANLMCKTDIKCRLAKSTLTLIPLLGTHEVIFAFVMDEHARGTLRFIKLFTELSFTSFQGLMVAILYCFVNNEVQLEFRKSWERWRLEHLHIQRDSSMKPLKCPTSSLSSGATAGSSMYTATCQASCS
SW480 rerep = induces DNA re-replication in SW480 colon adenocarcinoma cells | Potency, µM (doses to about 46.1 µM), for the others: at the highest dose re-replication activation, hits mostly activators | 340,000 compounds, 1.8% hits | SW480 DNA re-replication, Hoechst DNA content imaging, 48 h; further: % of control where 0% means no effect; nearly all actives have a fitted effect of over 55% in size
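Cells (250 per well) received 23 nL compound or DMSO by pin tool and were kept 48 hr at 37 C, 5% CO2. Nuclei were then stained with Hoechst for 40 min and scanned for DNA content.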
HEK293 tox = cytotoxicity in counter-screen for GLP-1R inverse agonists. 410,000 compounds, 0.13% hits. Potency, µM (doses to about 38.3 µM), inactives show top-dose activity change, negative = inhibition, hits mostly inhibitors. AID 624418. HEK293 cAMP-luciferase reporter cells, luminescence, 24 h;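 further: loss of luciferase light is scored as toxicity; on the % scale 0 is the no-effect control and ±100 the full control effect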
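A 23 nL compound transfer followed 12 hours of cell culture at 37 deg C; exposure then lasted 24 hr. Luciferase assay detection reagent was dispensed and plates read for luminescence after a 12 min room-temperature wait.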
GLP1R inv ag = acts as inverse agonist at human GLP-1 receptor; P43220; HEK293 GLP-1R CRE-luciferase, luminescence, 24 h; GLP-1R form is constitutively active; Potency, µM (doses to about 38.3 µM), for the others: top-dose activity change, negative = inhibition, most hits filed as inhibitors; 410,000 compounds, 1.6% hits; further: on the % scale 0 is the no-effect control and ±100 the full control effect; nearly all actives have a fitted effect of over 55% in size
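GLP-1R inverse agonism mode: basal reporter luminescence in engineered HEK293 cells measured after one day of compound exposure at 37 deg C, with a 12 min room-temperature detection step.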
HT1080NT lethal = kills 2HG-producing HT-1080-NT fibrosarcoma cells. HT-1080-NT fibrosarcoma viability, CellTiter-Glo ATP luminescence, 48 h. Potency, µM (highest dose often 46.1 µM), for the others: top-dose activity, negative = less viability, actives largely listed as cytotoxic. 360,000 compounds, 1.6% hits;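 further: NT is the 2HG producing partner of a matched IDH1 knockdown line; 0% = DMSO-treated cells and -100% = media-only wells without cells; nearly all actives have a fitted effect of over 55% in size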
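HT-1080-NT; 750 cells/well; 5% FBS RPMI; 48 h compound, 37 degrees C; CellTiter-Glo luminescence; curve fitting and curve-class assignment.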
HT1080 IDH1KD tx = toxicity to HT-1080 IDH1 knockdown cells (counter line) | AID 686971 | HT-1080 IDH1 knockdown viability, ATP luminescence, 48 h | 360,000 compounds, 2% hits | Potency, µM (top dose mostly 46.1 µM), inactives show at the highest dose activity, negative = toxicity, actives largely listed as cytotoxic;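 further: 0% = DMSO wells and -100% = cell-free medium wells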
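After a 2 h attachment period, IDH1KD HT-1080 cells took pin-transferred compound for 48 h at 37 °C; ATP-based luminescence after 10 min room-temperature reagent incubation reported viability.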
KB-V1 cytotox = kills drug-selected multidrug resistant KB-V1 cells; KB-V1 MDR cells viability, CellTiter-Glo, 72 h; Potency, µM (highest dose often 46.1 µM), for the others: at the highest dose activity change, negative = cytotoxicity, usual class: cytotoxic; 400,000 compounds, 3.4% hits; AID 1347076; further: on the % scale 0 is the no-effect control and ±100 the full control effect; nearly all actives have a fitted effect of over 60% in size
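Compound-treated KB-V1 multidrug-resistant cells, 72 h, 37 degrees C; viability by CellTiter-Glo. Fitted qHTS curves give the values.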
KB-3-1 cytotox = kills parental KB-3-1 adenocarcinoma cells. KB-3-1 viability, CellTiter-Glo ATP luminescence, 72 h. Potency, µM (doses to about 46.1 µM), inactives show at the top dose activity change, negative = cytotoxic, hits mostly cytotoxic. 400,000 compounds, 1.4% hits. AID 1347075; further: on the % scale 0 is the no-effect control and ±100 the full control effect; nearly all actives have a fitted effect of over 60% in size
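Multi-concentration cytotoxicity screen in KB-3-1 cells grown in DMEM lacking phenol red with 10% FBS. After 72 h at 37 °C with compound, ATP-dependent luminescence was recorded.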
Starred values were filed as active, the others as inactive; ? = inconclusive; nt = not tested or not shown; & = joins results of further samples; ! = not active in a repeat; [ ] = dose if it differs, or a comment. The call rests on the fitted dose curve; in most records, active means well fitted curve in the direction sought with a large enough effect; inconclusive means small, poorly fitted or top-dose-only effect, or another doubt; inactive means no such curve, though single readings can be large; an effect the other way counts as inactive or inconclusive. Potency means the concentration at half of the fitted maximal effect.

smiles	TDP-43 yeast inh	GLP1R ag	SW480 rerep	HEK293 tox	GLP1R inv ag	HT1080NT lethal	HT1080 IDH1KD tx	KB-V1 cytotox	KB-3-1 cytotox
COC(=O)c1sccc1S(=O)(=O)N(CC(=O)NCc1ccc(C)cc1)c1ccc(C)c(C)c1	13%	nt	nt	2%	3%	nt	nt	-1%	10%
O=C(c1ccccc1CCc1ccccc1)N1CCCC1	11%	0%	?	15%	?	10%	2%	?	-1%
CCOc1c(/C=C(\C#N)C(N)=O)c2ccccc2n1CC	20%	0%	nt	?	24%	-1%	-13%	?	0%
O=C1C=C(NCc2ccncc2)CC(c2ccccc2)C1 (centres undefined)	-3%	-3%	0%	13%	18%	-2%	-1%	-4%	-7%
Cc1ccc(NC(=O)CSc2nc3c(oc4ccccc43)c(=O)n2-c2ccc(F)cc2)c(C)c1	17%	nt	nt	2%	14%	nt	nt	16%	-5%
Nc1c(Cl)cc2c(c1Oc1ccccc1)C(=O)c1ccccc1C2=O	-8%	2%	?	?	34%[activator]	0%	1%	?	-11%
Cc1ccccc1-n1c(SCC(=O)NC(N)=O)nc2sc(-c3ccccc3)cc2c1=O	19%	1%	-3%	-9%	?	-12%	-6%	-26%	22%
Cc1ccc(-n2nc(C)c(C(=O)N3CCN(C(=O)c4ccco4)CC3)c2-n2cccc2)cc1	?	1%	-1%	-2%	-13%	2%	12%	-23%	-25%
CCOC(=O)c1c(C(C)(C)C)oc2ccc(OCC#N)cc12	9%	13%	2%	-3%	?	-16%	-23%	-3%	4%
CCCCCCN1CCN(C2CN(Cc3ccc(C)cc3)S(=O)(=O)C2)CC1 (centres undefined)	-1%	-4%	nt	-11%	?	-18%	-28%	12%	0%
O=C(CCc1nc(-c2ccccc2F)no1)NCCN1CCc2ccccc2C1	5%	13%	3%	-16%	?	-3%	-5%	1%	-9%
COc1cc(/C=C/C(=O)NCCn2c(C)cc3ccccc32)cc(OC)c1OC	25%	2%	-5%	3%	?	-11%	-8%	?	?
CC(=O)c1c(C)[nH]c(C(=O)OCc2nc3ccsc3c(=O)[nH]2)c1C	-7%	8%	?	7%	67%[activator]	8%	1%	5%	-4%
Cc1nnc(N/N=C/c2cc(C)n(-c3ccc(F)cc3)c2C)n1N	?	-2%	18%	?	?	23µM*	?	7%	-8%
O=C(c1cccc(-c2ccccc2)c1)N1CC[C@@H](N2CCC(O)CC2)[C@H](O)C1	12%	1%	-10%	1%	-32%	-10%	7%	12%	0%

(more compounds)
smiles	TDP-43 yeast inh	GLP1R ag	SW480 rerep	HEK293 tox	GLP1R inv ag	HT1080NT lethal	HT1080 IDH1KD tx	KB-V1 cytotox	KB-3-1 cytotox
CCOC(=O)CNS(=O)(=O)Cc1ccccc1	5%	-1%	-8%	19%	8%	12%	8%	-1%&2%	28%&6%
CCCOc1ccc(N2C(=O)CC(SCCN)C2=O)cc1 (centres undefined)	?	-10%	-11%	-4%	0%	-7%	-4%	-11%	0%
O=C(CNC1=NCCC1)c1ccc(Cl)cc1	0%	-1%	-9%	21%	12%	-5%	-7%	3%	-4%
O=C(OCc1cccc(C(F)(F)F)c1)c1ccc(-c2nnn(Cc3ccc(F)cc3)n2)cc1	-18%	1%	nt	4%	16%	nt	nt	?	-28%
Cc1cccc(Nc2ncnc3c2cnn3C)c1	?	24%	-11%	2%	66%[activator]	2%	2%	-5%	-1%
CCN(CC)C(=O)c1cccc(-c2csc(C(C)(O)c3cccc(OC)c3)n2)c1 (centres undefined)	25%	7%	nt	-5%	?	-4%	?	-18%	0%
O=C(CSc1nncs1)Nc1ccc(Cl)cn1	6%	4%	1%	50%[activator]	23%	5%	0%	4%	16%
O=C(CC(=O)c1cc(Cl)ccc1O)c1ccccc1	10µM*	0%	?	74%[activator]	?	?	?	?	?
c1ccc2c(c1)ncn2CCn1cnc2ccccc21	-2%	-5%	-1%	6%	1%	18%	16%	6%	2%
OC(COCc1ccc2c(c1)OCO2)CN1CCC(Cc2ccccc2)CC1 (centres undefined)	9%	-2%	-2%	5%[7.66 µM]	-23%[7.66 µM]	0%	?	?	9%
CC(=O)Nc1ccc(-c2nnn(CC(=O)c3ccc(F)cc3)n2)cc1Cl	-9%	5%	12%	5%	0%	-2%	-1%	-2%	-8%
COc1cccc(CCNC(=O)CCCC(=O)c2ccccc2)c1	22%	-2%	-28%	18%	3%	23%	12%	5%	6%
Cc1ccc(S(=O)(=O)N2CCC(=O)N([C@H](CO)Cc3ccccc3)CC2)cc1	26%	-5%	nt	-1%	1%	15%	10%	0%	9%
O=C(Nc1nc(-c2ccccc2)cs1)C1COc2ccccc2O1 (centres undefined)	11µM*	0%	0%	2%	?	-14%	-11%	2%	0%
CCOc1ccc(NC(=O)CC2C(=O)N(c3ccccc3)C(=O)N2CCc2cccs2)cc1 (centres undefined)	-2%&-6%	-4%	?	-6%&-9%	?	-7%	-1%	5.8µM*!	-3%&-29%

Remaining list, next part:
smiles	TDP-43 yeast inh	GLP1R ag	SW480 rerep	HEK293 tox	GLP1R inv ag	HT1080NT lethal	HT1080 IDH1KD tx	KB-V1 cytotox	KB-3-1 cytotox
CC(OC(=O)CN(C)S(=O)(=O)c1ccc(Cl)cc1)C(=O)Nc1ccc(N2CCOCC2)cc1 (centres undefined)	5%	12%	-3%	-7%	2%	1%	-1%	7%	7%
O=C(NCCc1ccccn1)C1CCCN(S(=O)(=O)Cc2ccccc2)C1 (centres undefined)	3%	-5%	-5%	-9%	3%	16%	14%	16%	3%
CCN(C(=O)c1cccs1)c1nnc(-c2ccncc2)s1	4%	-7%	-14%	0%	17%	?	7%	18µM*	13%
COc1ccc2c(c1)CCCC21SC(NC(C)=O)=NN1C(C)=O (centres undefined)	-2%	-1%	-5%	25%	-4%	17%	3%	-12%	?
Clc1ccccc1CNCc1ccncc1	nt	-2%	2%	-13%	-21%	7%	9%	19%	3%
Cc1ccc(NC2=C(Cl)C(=O)OC2OC(=O)c2ccccc2C)cc1 (centres undefined)	?	0%	3%	-12%	?	-12%	-24%	9%	13%
O=c1cnnc(Nc2ccccc2F)[nH]1	-17%	1%	-6%	-12%	9%	20%	12%	?	?
CCOc1ncccc1C(=O)OCc1ccc(Cl)cc1	25%	8%	-1%	0%	22%	7%	0%	25%	5%
CCOC(=O)C1(Cc2cccc(OC)c2)CCN(Cc2cccc(O)c2)CC1	18%	6%	-73%[inhibitor]	-2%	11µM*	-5%	-4%	?	10%
COC(=O)c1ccc2c(c1)N(C)S(=O)(=O)c1cnc(SCC(=O)C(C)(C)C)nc1-2	13%	11%	-4%	-10%	4%	12%	7%	5%	-23%
CCCCn1c(Cn2nc(C(=O)O)c3ccccc3c2=O)nc2cc(S(N)(=O)=O)ccc21	3%	20%	-1%	-13%	9%	6%	20%	-6%	13%
Cc1cc(C)c(S(=O)(=O)n2c([N+](=O)[O-])cnc2C)c(C)c1	17%	-11%	3%	3%	-3%	10%	20%	19%	7%
O=c1c(N2CCc3ccccc3C2)csc2ccc(Br)cc12	-96%[inhibitor]	nt	nt	39%[activator]	4%	nt	nt	-12%	0%
Cc1c(C(=O)/C=C/N(C)C)nnn1-c1ccc(Cl)cc1Cl	-68%[inhibitor]	0%	6%	69%[activator]	?	-5%	-12%	-5%	-2%
CCOC(=O)Cc1csc(NC(=S)NC(=O)CC(C)C)n1	-15%[0.397 µM]	10%	0%	?	-15%	-16%	-20%	5%	13%

In the list so far, two contain a tert-butyl group.
smiles	TDP-43 yeast inh	GLP1R ag	SW480 rerep	HEK293 tox	GLP1R inv ag	HT1080NT lethal	HT1080 IDH1KD tx	KB-V1 cytotox	KB-3-1 cytotox
CCOC(=O)c1c(C(C)(C)C)oc2ccc(OCC#N)cc12	9%	13%	2%	-3%	?	-16%	-23%	-3%	4%
COC(=O)c1ccc2c(c1)N(C)S(=O)(=O)c1cnc(SCC(=O)C(C)(C)C)nc1-2	13%	11%	-4%	-10%	4%	12%	7%	5%	-23%

(more compounds)
smiles	TDP-43 yeast inh	GLP1R ag	SW480 rerep	HEK293 tox	GLP1R inv ag	HT1080NT lethal	HT1080 IDH1KD tx	KB-V1 cytotox	KB-3-1 cytotox
C=C1CC(C(=O)N/N=C/c2ccc(O)cc2)C1	1%	0%	16µM*	-19%	27%	16%	16%	16%	1%
Cc1nn(-c2ccc(F)cc2)c(C)c1CN1CCN(CCc2ccccc2)C(CCO)C1 (centres undefined)	-3%	-2%	-11%	2%	?	-11%	-12%	1%	-9%
CC(C)C(NC(=O)c1c(F)cccc1F)C(=O)NCC(c1ccccc1)N(C)C (centres undefined)	8%	7%	-41%[inhibitor]	2%	1%	10%	9%	-13%	-3%
CSc1ccc(S(=O)(=O)Nc2ccc(N3CCOCC3)c(Cl)c2)cc1	?	4%	16%	-4%	0%	-7%	-27%	?	-18%
COc1ccc(NC(=O)CCOc2ccc(C)cc2)cc1S(=O)(=O)N1CCCCC1	-13%	-4%	-40%[inhibitor]	-27%	7.1µM*	-11%	-6%	-18%	?
CCOC(=O)c1ccc(NCc2ccc3c(c2)OCO3)cc1	20%	26%	?	8%	?	19%	5%	21µM*	-18%
Cc1cc(C)c(S(=O)(=O)NCCc2cc3ccc(C)c(C)c3[nH]c2=O)c(C)c1	4%&9%	11%&0%	9%	0%&-3%	37%&-9%[activator]	7%	20%	?	-19%&-6%
O=C(NCCN1CCOCC1)C(=O)NCc1ccc2c(c1)OCO2	-8%	5%	-23%	-10%	10%	-11%	0%	23%	-1%
O=C(CSc1nc(O)cc(=O)n1-c1ccccc1)Nc1nc2ccccc2s1	1%	18%	-9%	10%	103%[activator]	-5%	-7%	21%	13%
CCc1nc2c(OCC(=O)c3ccc(F)cc3)cccn2c1N(C)C(=O)C(C)C	20%	1%	nt	-3%	-8%	8%	8%	3%	0%

From PubChem
